Screening results as filed in PubChem.
NPY Y1 blocker: antagonists of human neuropeptide Y receptor Y1. P25929. HEK293-CNG Y1 cells, membrane potential fluorescence; NPY at EC95, then isoproterenol. inhibition, % at 3.6 µM. hit rate 1% among 200,000. AID 1040;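 active means inhibition above the campaign mean inhibition of all tested compounds plus 3 SD, cut at about 20% in these data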;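 further: 0% = DMSO wells given NPY plus isoproterenol and 100% = isoproterenol alone without NPY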
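Benchmarks – high control isoproterenol alone, low control NPY with isoproterenol · Material – HEK293 Y1/CNG channel cell line · Times – dye 3 h, compound 60 min room temperature, stimulation 45 min · Probe or stimulus – NPY (25 nM), isoproterenol (1 µM), Ro 20-1724 (25 µM) · Evaluation – % inhibition of NPY effect · Signal – fluorescence, membrane potential probe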
NPY-Y2 PAM-ag: potentiators or agonists of human neuropeptide Y receptor Y2. activation, % at 3.6 µM. P49146. hit rate 0.45% among 220,000. cells expressing NPY-Y2, potentiator/agonist read-out; in the data active means activation above about 27%;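 further: cells stimulated with NPY near EC25 plus isoproterenol at EC100; 0% = vehicle plus submaximal agonist and 100% = vehicle plus saturating agonist; some results beyond the cut were filed as inactive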
Target sequence (P49146 whole entry, looked up): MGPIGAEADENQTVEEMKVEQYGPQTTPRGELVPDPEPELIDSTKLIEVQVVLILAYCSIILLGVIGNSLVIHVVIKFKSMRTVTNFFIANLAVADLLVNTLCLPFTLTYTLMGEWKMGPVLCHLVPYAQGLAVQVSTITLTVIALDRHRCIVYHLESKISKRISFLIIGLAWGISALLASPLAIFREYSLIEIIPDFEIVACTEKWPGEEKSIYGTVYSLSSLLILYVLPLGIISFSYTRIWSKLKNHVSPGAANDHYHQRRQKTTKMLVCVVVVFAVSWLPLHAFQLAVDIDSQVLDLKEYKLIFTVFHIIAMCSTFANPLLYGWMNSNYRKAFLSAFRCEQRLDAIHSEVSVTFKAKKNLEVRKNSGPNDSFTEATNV
PGE2 EP2 inh: blocks the human prostaglandin E2 receptor EP2. AID 1422. hit rate 0.52% among 260,000. C6 glioma cells expressing human EP2, cAMP TR-FRET; cells stimulated with saturating PGE2. inhibition, % at 25 µM. P43116;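 active means percent inhibition above 40 after rounding to a whole number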;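 further: rat C6 glioma host cells with rolipram phosphodiesterase inhibitor present; the protocol text gives 20 µM as final concentration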
Target sequence (P43116 whole entry, looked up): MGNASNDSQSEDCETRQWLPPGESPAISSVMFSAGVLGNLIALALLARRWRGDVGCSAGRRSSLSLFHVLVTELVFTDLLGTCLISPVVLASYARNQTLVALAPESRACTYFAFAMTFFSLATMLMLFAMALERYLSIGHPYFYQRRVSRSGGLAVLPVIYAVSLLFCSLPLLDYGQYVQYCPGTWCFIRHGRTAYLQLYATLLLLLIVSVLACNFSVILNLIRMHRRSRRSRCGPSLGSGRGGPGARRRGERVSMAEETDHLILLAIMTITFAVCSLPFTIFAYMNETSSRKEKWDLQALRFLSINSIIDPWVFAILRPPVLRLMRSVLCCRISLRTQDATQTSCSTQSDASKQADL
S1P4 agonist: agonists of human S1P4 receptor | AID 1509 | hit rate 0.35% among 220,000 | activation, % at 4.98 µM | S1P4-expressing cell line, agonist reporter assay | O95977; in the data active means activation above about 11%;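 further: 0% = DMSO vehicle and 100% = reference agonist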
Target sequence (O95977 whole entry, looked up): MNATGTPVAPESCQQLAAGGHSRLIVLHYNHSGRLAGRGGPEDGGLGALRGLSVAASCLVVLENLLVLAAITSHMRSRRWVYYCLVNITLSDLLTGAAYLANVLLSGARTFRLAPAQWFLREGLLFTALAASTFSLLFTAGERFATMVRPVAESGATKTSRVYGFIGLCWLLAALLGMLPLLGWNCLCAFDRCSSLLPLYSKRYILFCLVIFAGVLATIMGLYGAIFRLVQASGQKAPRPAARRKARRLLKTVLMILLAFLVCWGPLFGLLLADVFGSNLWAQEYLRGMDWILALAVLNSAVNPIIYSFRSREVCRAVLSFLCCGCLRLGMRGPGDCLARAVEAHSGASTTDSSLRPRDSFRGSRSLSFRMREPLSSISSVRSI
eIF4E-4G inh: eIF4E/eIF4G interaction inhibition in translation initiation; hit rate 0.37% among 220,000; AID 782; P63073+Q04637; inhibition, % at 21.7 µM; TR-FRET eIF4E-eIF4GI(517-606) binding, 2 h;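 active means inhibition above about 30%, limit read from the data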;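 further: 0% = full FRET control wells and 100% = background wells lacking eIF4GI fragment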
p97 inhibitor: blocks human p97 ATPase activity | AID 1481 | hit rate 0.42% among 220,000 | recombinant p97 ATPase, Kinase-Glo ATP luminescence, 3 h | P55072 | inhibition, % at 8 µM; in the data active means inhibition above about 15%;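 further: 0% = DMSO vehicle and 100% = wells lacking enzyme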
EP2 modulator: modulates human prostaglandin E2 receptor EP2 signaling; AID 940; hit rate 0.83% among 260,000; P43116; EP2-expressing cells, cAMP HTRF FRET, PGE2 co-stimulation; induction, % at 25 µM;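 active means compounds whose cAMP rise, as percent of the full-agonist control response, exceeds 60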;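 further: rat C6 glioma line stably carrying human EP2 under a CMV promoter; the protocol text gives 20 µM as final concentration; 100% = response of wells given 1 µM PGE2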
S1P4 antag: antagonists of human S1P4 receptor. O95977. inhibition, % at 4.98 µM. S1P4-expressing cells, antagonist mode, reporter read-out. hit rate 0.26% among 220,000; in the data active means inhibition above about 29%;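 further: 0% = wells stimulated with agonist and 100% = vehicle wells without agonist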
NPY1 pot ag: human NPY-Y1 potentiation or agonism, primary screen. activation, % at 3.6 µM. NPY-Y1 expressing cells, potentiator/agonist activation. hit rate 0.37% among 220,000; in the data active means activation above about 33%, passing the limit was not always enough;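 further: cells stimulated with NPY at EC10 then isoproterenol at EC100; 0% = low agonist plus stimulus and 100% = saturating agonist plus stimulus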
The depositor's hits bear a star; [ ] = dose if it differs, or a comment. Not all compounds are listed, so the mix of outcomes need not match the whole.

For Cc1ccc(C(=O)c2ccc(O)cc2)cc1C the results were NPY Y1 blocker 0, NPY-Y2 PAM-ag 16, PGE2 EP2 inh 7, S1P4 agonist 1.4, eIF4E-4G inh 0, p97 inhibitor 2, EP2 modulator -4, S1P4 antag 22 and NPY1 pot ag 0.
Clc1ccc(C(c2nnnn2CCc2ccccc2)N2CCSCC2)cc1 (stereo not given) was read as NPY Y1 blocker 19, NPY-Y2 PAM-ag 2, PGE2 EP2 inh 2, S1P4 agonist 1.1, eIF4E-4G inh -11, p97 inhibitor -1, EP2 modulator 24, S1P4 antag 11 and NPY1 pot ag -6.
Screening Cc1ccc(S(=O)(=O)N(C)C)cc1NC(=O)COC(=O)c1c(C)noc1C returned NPY Y1 blocker 6, NPY-Y2 PAM-ag 7, PGE2 EP2 inh 3, S1P4 agonist 1.2, eIF4E-4G inh -7, p97 inhibitor -4, EP2 modulator 20, S1P4 antag -26 and NPY1 pot ag 21.
For CC12CN3CCN(CC(C3)C1(O)CN1CCCCC1)C2 (stereo not given) the results were NPY Y1 blocker -2, NPY-Y2 PAM-ag -16, PGE2 EP2 inh 12, S1P4 agonist -0.6, eIF4E-4G inh 5[fluorescence artefact?], p97 inhibitor -4, EP2 modulator -4, S1P4 antag -6 and NPY1 pot ag -10.
Cc1c(Br)c([N+](=O)[O-])nn1CC(=O)NCC1CCCO1 (stereo not given) was read as NPY Y1 blocker -2, NPY-Y2 PAM-ag -9, PGE2 EP2 inh 5, S1P4 agonist 0.3, eIF4E-4G inh 1, p97 inhibitor -5, EP2 modulator 19, S1P4 antag -1 and NPY1 pot ag -17.
For CSCC[C@H](NC(=O)NC1CCCC1)C(=O)O the results were NPY-Y2 PAM-ag -10, PGE2 EP2 inh 3, S1P4 agonist -0.8, eIF4E-4G inh -8, p97 inhibitor 4, EP2 modulator 2, S1P4 antag -8 and NPY1 pot ag 12.
For Cc1ccc(NC(=O)OCc2cn(-c3ccc(Cl)cc3)nn2)cc1 the results were NPY Y1 blocker 29*, NPY-Y2 PAM-ag -7, S1P4 agonist 1.8, eIF4E-4G inh 8, p97 inhibitor -5, EP2 modulator 7, S1P4 antag -13 and NPY1 pot ag -21.
CCS(=O)(=O)N1CCN(S(=O)(=O)c2ccccc2)CC1 was read as NPY Y1 blocker 3, NPY-Y2 PAM-ag -1, PGE2 EP2 inh 9, S1P4 agonist 1.9, eIF4E-4G inh -4, p97 inhibitor -4, EP2 modulator 4, S1P4 antag -8 and NPY1 pot ag 2.
For CC(OC(=O)c1ccc2ncsc2c1)C(=O)NCc1ccccc1 (stereo not given) the results were NPY Y1 blocker 8, NPY-Y2 PAM-ag -8, PGE2 EP2 inh 2, S1P4 agonist 3.3, eIF4E-4G inh -2, p97 inhibitor 2, EP2 modulator -3, S1P4 antag -3 and NPY1 pot ag -11.
`Cc1cc2ccccc2cc(C)c1=O` gave NPY Y1 blocker 3, NPY-Y2 PAM-ag -2, PGE2 EP2 inh 9, S1P4 agonist 1.7, eIF4E-4G inh -3, p97 inhibitor 1, EP2 modulator -10, S1P4 antag -19 and NPY1 pot ag 5.
Screening O=[N+]([O-])c1ccc(NC(=S)NCCc2ccc(F)cc2)cc1 returned NPY Y1 blocker -7, NPY-Y2 PAM-ag 7, PGE2 EP2 inh 4, S1P4 agonist 0.2, eIF4E-4G inh 5[fluorescence artefact?], p97 inhibitor 4, EP2 modulator -11, S1P4 antag -13 and NPY1 pot ag 9.
For CCOc1ncccc1C(=O)NCc1cccc(OC)c1 the results were NPY Y1 blocker 2, NPY-Y2 PAM-ag 12, PGE2 EP2 inh 10, S1P4 agonist 1.2, eIF4E-4G inh -3, p97 inhibitor 3, EP2 modulator 25, S1P4 antag 3 and NPY1 pot ag -16.
O=C(COC(=O)/C=C/c1ccc(S(=O)(=O)N2CCCCCC2)cc1)NCc1ccccc1Cl was read as NPY Y1 blocker -1, NPY-Y2 PAM-ag 16, PGE2 EP2 inh 11, S1P4 agonist 0.8, eIF4E-4G inh 2[fluorescence artefact?], p97 inhibitor 5, EP2 modulator 18, S1P4 antag -11 and NPY1 pot ag 17.
Screening Cc1ccc(NC(=O)c2ccc(F)cc2)cc1S(=O)(=O)N1CCCCCC1 returned NPY Y1 blocker -2, NPY-Y2 PAM-ag 5, PGE2 EP2 inh 8, S1P4 agonist -1.2, eIF4E-4G inh 2, p97 inhibitor 3, EP2 modulator -66, S1P4 antag -1 and NPY1 pot ag 1.
`CCn1c(SCC(=O)Nc2ncc(C(F)(F)F)cc2Cl)nnc1-c1ccccc1` gave NPY Y1 blocker 4, NPY-Y2 PAM-ag 0, PGE2 EP2 inh 8, S1P4 agonist 3.3, eIF4E-4G inh 4, p97 inhibitor -1, EP2 modulator -1, S1P4 antag -20 and NPY1 pot ag -1.
For Cn1c(-c2ccc(C(=O)c3ccccc3)s2)nc2ccccc21 the results were NPY Y1 blocker 2, NPY-Y2 PAM-ag 8, PGE2 EP2 inh 29, S1P4 agonist -0.3, p97 inhibitor -1, S1P4 antag -16 and NPY1 pot ag -6.
`COc1ccc(N(CC(=O)NCc2ccco2)S(C)(=O)=O)cc1OC` gave NPY Y1 blocker 2, NPY-Y2 PAM-ag -1, PGE2 EP2 inh 2, S1P4 agonist 1.4, eIF4E-4G inh -8[fluorescence artefact?], p97 inhibitor 0, EP2 modulator 10, S1P4 antag -12 and NPY1 pot ag -22.
Screening Cc1ccc2[nH]c(=O)c3cc(C(=O)N(CCCOC(C)C)Cc4ccco4)sc3c2c1 returned NPY Y1 blocker 0, NPY-Y2 PAM-ag -3, PGE2 EP2 inh 13, S1P4 agonist 1.0, eIF4E-4G inh -1, p97 inhibitor 4, EP2 modulator 5, S1P4 antag -30 and NPY1 pot ag -32.
O=C1c2ccccc2C(=O)N1SC1CCCCC1 was read as NPY Y1 blocker -3, NPY-Y2 PAM-ag -3, PGE2 EP2 inh 87*, S1P4 agonist -0.2, eIF4E-4G inh 10[fluorescence artefact?], p97 inhibitor -1, EP2 modulator -36, S1P4 antag 2 and NPY1 pot ag 4.
Screening COc1ccc(NC(=O)[C@H](C)NC(N)=O)cc1S(=O)(=O)Nc1cc(C)ccc1Br returned NPY Y1 blocker 7, NPY-Y2 PAM-ag 1, PGE2 EP2 inh 1, S1P4 agonist 0.3, eIF4E-4G inh 0, p97 inhibitor 0, EP2 modulator 9, S1P4 antag -9 and NPY1 pot ag -2.

Reprinted from the part before: 2 compounds; new compounds follow.
O=C1c2ccccc2C(=O)N1SC1CCCCC1 was read as NPY Y1 blocker -3, NPY-Y2 PAM-ag -3, PGE2 EP2 inh 87*, S1P4 agonist -0.2, eIF4E-4G inh 10[fluorescence artefact?], p97 inhibitor -1, EP2 modulator -36, S1P4 antag 2 and NPY1 pot ag 4.
Screening COc1ccc(NC(=O)[C@H](C)NC(N)=O)cc1S(=O)(=O)Nc1cc(C)ccc1Br returned NPY Y1 blocker 7, NPY-Y2 PAM-ag 1, PGE2 EP2 inh 1, S1P4 agonist 0.3, eIF4E-4G inh 0, p97 inhibitor 0, EP2 modulator 9, S1P4 antag -9 and NPY1 pot ag -2.
Screening O=C(O)CSc1cc(C(=O)c2ccccc2O)cn2c(=O)c3c(-c4ccccc4)csc3nc12 returned NPY Y1 blocker 3, NPY-Y2 PAM-ag -10, PGE2 EP2 inh 8, S1P4 agonist 1.2, eIF4E-4G inh 17, p97 inhibitor 5, EP2 modulator 61*, S1P4 antag 1 and NPY1 pot ag 3.
For CCCCn1c2nc3ccccc3nc2c2c(=O)n(CCC)cnc21 the results were NPY Y1 blocker -5, NPY-Y2 PAM-ag 7, PGE2 EP2 inh 3, S1P4 agonist -4.2, eIF4E-4G inh -7, p97 inhibitor 1, EP2 modulator 49, S1P4 antag -105 and NPY1 pot ag -11.
Screening COC(=O)c1ccc(OCc2nc(N)nc(N3CCOCC3)n2)cc1 returned NPY Y1 blocker 1, NPY-Y2 PAM-ag 6, PGE2 EP2 inh 5, S1P4 agonist 0.0, eIF4E-4G inh 2[fluorescence artefact?], p97 inhibitor -1, EP2 modulator 13, S1P4 antag -34 and NPY1 pot ag 2.
For COc1ccc(CNC(=O)CCSCc2ccccc2Cl)c(OC)c1 the results were NPY Y1 blocker -3, NPY-Y2 PAM-ag -7, PGE2 EP2 inh 5, S1P4 agonist 0.8, eIF4E-4G inh -1, p97 inhibitor 2, EP2 modulator -24, S1P4 antag -11 and NPY1 pot ag -25.
Screening CCN(CC)CCOC(=O)c1ccc(N/C=C(/C#N)c2nc(-c3ccc(OC)cc3)cs2)cc1 returned NPY-Y2 PAM-ag -60, PGE2 EP2 inh 7, S1P4 agonist -0.2, eIF4E-4G inh -51, p97 inhibitor -3, EP2 modulator -3, S1P4 antag -4 and NPY1 pot ag -60.
Screening O=C(NCc1ccccc1)c1nc[nH]c1C(=O)NCc1ccccc1 returned NPY Y1 blocker -1, NPY-Y2 PAM-ag -10, PGE2 EP2 inh 11, S1P4 agonist 2.1, eIF4E-4G inh 1, p97 inhibitor 4, EP2 modulator 29, S1P4 antag -5 and NPY1 pot ag -2.
For CCc1ccc(/C=N/NC(=O)c2cc(-c3ccncc3)nc3ccccc23)s1 the results were NPY Y1 blocker 10, NPY-Y2 PAM-ag -4, PGE2 EP2 inh 5, S1P4 agonist -1.8, eIF4E-4G inh -3[fluorescence artefact?], p97 inhibitor 3, EP2 modulator -7, S1P4 antag -10 and NPY1 pot ag 3.
NC(=O)C1(N2CCCCC2)CCN(C(=O)c2cccn3c(=O)c4cc(Cl)ccc4nc23)CC1 was read as NPY Y1 blocker -8, NPY-Y2 PAM-ag 6, S1P4 agonist 0.7, eIF4E-4G inh -1, p97 inhibitor 5, EP2 modulator 3, S1P4 antag 9 and NPY1 pot ag -7.
Screening O=C(CCCn1c(=S)[nH]c2cc3c(cc2c1=O)OCO3)NC1CC1 returned NPY Y1 blocker 0, NPY-Y2 PAM-ag 19, PGE2 EP2 inh 0, S1P4 agonist -5.8, eIF4E-4G inh 4, p97 inhibitor 1, EP2 modulator -2, S1P4 antag 13 and NPY1 pot ag 5.
`CC1=NN(C(=O)c2ccc(C)o2)C(O)(c2ccccc2)C1` (stereo not given) gave NPY Y1 blocker -8, NPY-Y2 PAM-ag 2, PGE2 EP2 inh 4, S1P4 agonist 0.0, eIF4E-4G inh 10, p97 inhibitor -3, EP2 modulator -1, S1P4 antag 1 and NPY1 pot ag -12.
Screening CN(CC(=O)N1CC=C(c2ccccc2)CC1)S(=O)(=O)c1ccc2c(c1)c(=O)n(C)c(=O)n2C returned NPY Y1 blocker 5, NPY-Y2 PAM-ag -19, S1P4 agonist -2.3, eIF4E-4G inh 3, p97 inhibitor 8, EP2 modulator 10, S1P4 antag -15 and NPY1 pot ag 10.
`COc1ccc(C(=O)OCC(=O)NC(=O)CCSc2ccccc2)cc1` gave NPY Y1 blocker 10, NPY-Y2 PAM-ag 2, PGE2 EP2 inh 8, S1P4 agonist 2.8, eIF4E-4G inh 0[fluorescence artefact?], p97 inhibitor -1, EP2 modulator 12, S1P4 antag -2 and NPY1 pot ag -33.
Cc1nnc(N/N=C\c2ccc(-c3ccccc3[N+](=O)[O-])o2)n1N was read as NPY Y1 blocker 5, NPY-Y2 PAM-ag 3, PGE2 EP2 inh 6, S1P4 agonist -0.7, eIF4E-4G inh 7, p97 inhibitor 17*, EP2 modulator 9, S1P4 antag -7 and NPY1 pot ag -24.
Cc1ccc(-n2c(=O)c3cc4c(=O)n(-c5ccc(C)c(C)c5)c(=O)c4c(C(=O)c4ccc(C(=O)O)cc4)c3c2=O)cc1C was read as NPY-Y2 PAM-ag 5, PGE2 EP2 inh 0, S1P4 agonist -1.1, eIF4E-4G inh 64*, p97 inhibitor 0, EP2 modulator 8, S1P4 antag -5 and NPY1 pot ag 21.
